# USP10 inh = inhibitors of human USP10 deubiquitinase | purified USP10, Ub-rhodamine fluorescence, 60 min | inhibition, % at 20 µM | 1.1% of 47,000 active | AID 1645856, 2021
# USP28 block = inhibitors of human USP28 deubiquitinase; AID 1645857, 2021; purified USP28, Ub-rhodamine cleavage fluorescence, 30 min; 3% of 47,000 active; Ubiquitin carboxyl-terminal hydrolase 28 (Homo sapiens), Q96RU2; inhibition, % at 25 µM
# USP7 inh = inhibitors of human USP7 deubiquitinase | Ubiquitin carboxyl-terminal hydrolase 7 (Homo sapiens), Q93009 | purified USP7, Ub-rhodamine cleavage fluorescence | inhibition, % at 20 µM | 0.3% of 47,000 active | AID 1645854, 2021
# USP17 block = inhibitors of human USP17 deubiquitinase; Ubiquitin carboxyl-terminal hydrolase 17-like protein 5 (Homo sapiens), A8MUK1; purified USP17, Ub-rhodamine cleavage fluorescence, 3 h; inhibition, % at 50 µM; 6.5% of 47,000 active; AID 1645855, 2021
# Target sequence (A8MUK1 whole entry, looked up): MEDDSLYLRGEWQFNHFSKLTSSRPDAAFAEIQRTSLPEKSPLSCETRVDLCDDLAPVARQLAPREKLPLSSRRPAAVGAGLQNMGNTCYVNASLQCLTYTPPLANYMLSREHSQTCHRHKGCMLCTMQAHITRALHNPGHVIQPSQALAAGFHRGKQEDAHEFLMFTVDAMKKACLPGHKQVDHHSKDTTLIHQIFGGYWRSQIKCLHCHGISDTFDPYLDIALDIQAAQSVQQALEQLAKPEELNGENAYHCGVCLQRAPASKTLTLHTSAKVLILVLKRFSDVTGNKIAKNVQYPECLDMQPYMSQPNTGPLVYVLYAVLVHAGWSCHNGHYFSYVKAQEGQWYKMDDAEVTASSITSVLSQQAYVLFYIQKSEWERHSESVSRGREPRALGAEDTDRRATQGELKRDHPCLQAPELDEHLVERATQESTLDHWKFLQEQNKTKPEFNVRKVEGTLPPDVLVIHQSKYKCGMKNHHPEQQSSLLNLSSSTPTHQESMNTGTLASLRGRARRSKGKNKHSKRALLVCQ
# OTUD3 inh = inhibitors of human OTUD3 deubiquitinase | AID 1645858, 2021 | purified OTUD3, Ub-rhodamine fluorescence, 2 h | 0.7% of 47,000 active | OTU domain-containing protein 3 (Homo sapiens), Q5T2D3 | inhibition, % at 25 µM
# Target sequence (Q5T2D3 whole entry, looked up, the tested form may be a part): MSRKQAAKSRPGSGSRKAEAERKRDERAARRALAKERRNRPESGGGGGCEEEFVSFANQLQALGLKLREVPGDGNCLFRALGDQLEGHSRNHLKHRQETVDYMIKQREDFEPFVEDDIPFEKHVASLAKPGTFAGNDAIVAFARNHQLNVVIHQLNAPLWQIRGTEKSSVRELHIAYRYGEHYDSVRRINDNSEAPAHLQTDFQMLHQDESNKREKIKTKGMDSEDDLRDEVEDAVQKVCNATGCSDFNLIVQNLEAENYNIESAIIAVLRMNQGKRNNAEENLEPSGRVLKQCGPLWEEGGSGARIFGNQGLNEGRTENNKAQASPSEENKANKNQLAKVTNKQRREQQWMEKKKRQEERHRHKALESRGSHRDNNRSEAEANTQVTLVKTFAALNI
# USP8 inh = inhibitors of human USP8 deubiquitinase | Ubiquitin carboxyl-terminal hydrolase 8 (Homo sapiens), P40818 | purified USP8, Ub-rhodamine cleavage fluorescence, 30 min | inhibition, % at 20 µM | 4.2% of 47,000 active
# UCHL1 inh = inhibitors of human UCHL1 deubiquitinase; Ubiquitin carboxyl-terminal hydrolase isozyme L1 (Homo sapiens), P09936; purified UCHL1, Ub-rhodamine cleavage fluorescence; inhibition, % at 20 µM; 0.2% of 47,000 active; AID 1645859, 2021
# USP30 block = inhibitors of human USP30 deubiquitinase; Ubiquitin carboxyl-terminal hydrolase 30 (Homo sapiens), Q70CQ3; purified USP30, Ub-rhodamine cleavage fluorescence; inhibition, % at 25 µM; 5.3% of 47,000 active; AID 1645860, 2021
# The depositor's hits bear a star; nt = no result given. Rule as the data show it: active = inhibition above about 30%; inactive = the rest.
# Start of the listing, in advance (4 entries):
SMILES,USP10 inh,USP28 block,USP7 inh,USP17 block,OTUD3 inh,USP8 inh,UCHL1 inh,USP30 block
Cc1cc(C)cc(NC(=O)c2cccc(-c3noc(C)n3)c2)c1,0.0,-0.5,-3.2,-7.4,-5.2,-5.7,-1.1,-2.4
CCc1ccc(OCCn2c(CCNC(=O)C3CCCCC3)nc3ccccc32)cc1,28.0,16.8,12.8,5.8,17.9,69.4*,3.0,27.5
CNc1ncc(CN2CC[C@H](c3ccccc3)[C@@H]3[C@H]2CCCCN3C(C)=O)cn1,0.0,-2.0,-0.9,-6.7,4.3,-1.1,-1.4,-1.4
O=C(Nc1ccc2[nH]c(=O)[nH]c2c1)c1cc(-c2cccnc2)nc2ccccc12,-4.0,-81.4,-2.6,-27.5,-68.7,-24.6,0.0,-314.0

# The listing, previewed entries included:
SMILES,USP10 inh,USP28 block,USP7 inh,USP17 block,OTUD3 inh,USP8 inh,UCHL1 inh,USP30 block
Cc1cc(C)cc(NC(=O)c2cccc(-c3noc(C)n3)c2)c1,0.0,-0.5,-3.2,-7.4,-5.2,-5.7,-1.1,-2.4
CCc1ccc(OCCn2c(CCNC(=O)C3CCCCC3)nc3ccccc32)cc1,28.0,16.8,12.8,5.8,17.9,69.4*,3.0,27.5
CNc1ncc(CN2CC[C@H](c3ccccc3)[C@@H]3[C@H]2CCCCN3C(C)=O)cn1,0.0,-2.0,-0.9,-6.7,4.3,-1.1,-1.4,-1.4
O=C(Nc1ccc2[nH]c(=O)[nH]c2c1)c1cc(-c2cccnc2)nc2ccccc12,-4.0,-81.4,-2.6,-27.5,-68.7,-24.6,0.0,-314.0
O=C(NCc1ccco1)c1nnn(-c2ccccc2)c1-c1ccccn1,-6.2,-0.4,1.8,-4.7,1.6,-10.3,-1.8,-19.1
CC1=CC(C)(C)N=C(NC#N)N1,1.3,nt,6.3,6.3,4.2,5.5,1.3,nt
O=C(NC1CCc2ncc(C(F)(F)F)n2C1)C1CCCC1 (centres undefined),1.0,9.9,-0.7,5.6,14.0,3.5,-0.6,16.3
Cc1ccc(C)c(NC(=O)C(NCc2ccc3c(c2)OCO3)c2ccccc2)c1 (centres undefined),4.1,-0.1,1.6,16.0,9.8,2.5,4.9,-2.4
CCN(C(=O)c1cnc2ccccc2n1)c1ccccc1,-2.5,-31.0,-14.0,-22.2,-33.4,-16.1,-16.6,-152.6
Cc1cc(C(=O)Nc2cnc(N3CCOCC3)nc2)no1,-2.3,1.6,-7.5,-7.7,-5.3,-6.2,-8.0,-13.9
Cc1cc2oc(=O)cc(CN3CCN(Cc4ccccc4)CC3)c2cc1C,-2.8,-0.6,10.3,2.0,2.8,8.5,1.0,3.3
CCCC(=O)Nc1nc2ccc(CCC(=O)NC(C)c3ccccc3)cc2s1 (centres undefined),5.4,-8.7,1.1,14.7,8.1,0.0,-0.4,-13.1
Cc1ccc(S(=O)(=O)N[C@@H](Cc2ccccc2)C(=O)N2CCC(C(=O)N[C@@H](Cc3c[nH]c4ccccc34)C(=O)O)CC2)cc1,2.4,0.1,0.0,nt,-2.2,1.3,1.3,-0.9
Fc1cccc(CN2CCCC(c3[nH]nc4nccnc34)C2)c1 (centres undefined),-0.2,-2.1,-10.7,-4.2,-7.3,-0.5,-4.9,-5.0
O=C(Nc1nc2ccccc2s1)C1CN(C(=O)c2cnccn2)C1,-1.6,-0.1,-63.8,-18.7,-9.3,-57.9,0.2,-3.1
O=C(C1CCCN(S(=O)(=O)c2ccc(Cl)cc2)C1)N1CCOCC1 (centres undefined),0.9,12.2,2.7,11.1,12.4,6.6,0.6,25.3
Cn1cc(C(=O)Nc2ccc(Cl)cc2)c(S(=O)(=O)N2CCCCCC2)n1,3.5,4.4,-41.0,-20.9,3.9,-177.5,5.1,5.8
CCc1ccccc1Nc1cc(C(=O)NCc2cccs2)c2ccccc2n1,7.5,12.7,10.4,5.9,5.8,-12.8,4.5,6.2
O=C(O)Cn1nnc(N2CCCC2)n1,2.9,-1.0,0.8,4.3,-1.6,6.8,-2.9,-3.8
O=C(CSc1nc2sc3c(c2c(=O)n1Cc1ccco1)CCC3)N1CCc2ccccc21,-0.2,-14.8,-8.1,15.2,-2.2,-5.5,1.0,-72.8
Cc1ccc(C(=O)N2C[C@H](OCc3cccnc3)[C@H]3COC[C@H]32)o1,-6.3,-12.5,-3.0,-31.9,-13.7,-143.7,-6.4,-36.5
CCN1CCN(c2ccc(C(=O)OC)cc2NC(=O)/C=C/c2cccc([N+](=O)[O-])c2)CC1,-3.5,-3.3,-3.0,-6.4,-6.1,-144.5,-0.1,-1.7
Cc1cc(C)cc(C(=O)NCCSc2ncc(-c3ccc(F)cc3)[nH]2)c1,1.5,5.5,-1.6,-4.6,-5.9,9.0,7.5,-8.2
COc1ccc(CN(Cc2nc(N)nc(Nc3ccccc3C)n2)C2CC2)cc1,-3.1,-7.7,-3.0,-13.3,-11.4,-6.8,-1.2,-19.6
Cc1cc(NC(=O)Cn2c(=O)n(CCCCC(=O)NCc3ccco3)c(=O)c3ccccc32)ccc1Br,59.6*,0.2,5.1,63.7*,18.4,84.2*,0.9,5.1
CC(C)(C)c1cc(C(=O)N2CCCC(O)(CN3CCC(F)(F)CC3)CC2)n[nH]1 (centres undefined),-0.9,1.8,1.0,2.6,5.8,2.3,-1.0,23.5
COc1ccc(N(CCC(=O)Nc2ccc(C)cc2)S(=O)(=O)c2cccc(Cl)c2)cc1,8.2,3.0,-0.1,-0.9,4.8,2.4,6.5,-1.6
Cc1nc(N(Cc2ccccc2)C(=O)c2ccccc2)sc1-c1ccccc1,7.8,6.0,12.2,4.2,8.6,1.6,5.0,12.4
CCOc1ccc2nc(C(=O)NCc3ccc4c(c3)OCO4)cn2n1,-4.1,27.9,3.9,31.7*,24.3,-7.6,0.9,41.2*
O=C(C1CCCC1)N1Cc2ccccc2CC2(CCN(Cc3cccnc3)C2)C1 (centres undefined),-8.7,0.0,-51.8,-5.4,-6.9,-29.5,-0.3,-12.7
CCc1ccc(NC(=O)N2CCC3(CC2)CCn2c(-c4cnn(C)c4)cnc23)cc1,4.7,11.4,3.7,1.8,13.5,-23.7,3.0,14.3
Cc1cccc(C(=O)N2CCN(C(=O)c3cc4ccccc4[nH]3)CC2)c1,0.3,nt,-5.6,-1.9,-0.8,-1.0,1.9,nt
CCNC(=O)n1ccc(-c2c(C)nc3cc(C)ccn23)n1,-0.2,0.0,3.7,3.0,1.4,0.6,1.9,-37.2
O=C(Nc1ccc(N2CCN(C3CCCC3)C2=O)nc1)c1cccc(F)c1,-8.3,-19.3,-6.2,-10.0,-4.4,-18.0,-5.8,-161.6
O=C(c1cc(C2CC2)[nH]n1)N1CCC(C2Nc3ccccc3S(=O)(=O)N2)CC1 (centres undefined),-0.6,10.7,6.1,7.8,11.5,0.1,1.4,22.1
CCc1nc(N)n(CC(=O)NCc2ccc3c(c2)OCO3)c(=O)c1C,17.3,14.5,7.9,28.7,17.3,29.0,4.0,22.1
CNC(=O)CC1NC(=O)c2csc(n2)-c2ccc(-c3nc(C4=NC(C(=O)N5CCCC5C(N)=O)CO4)cs3)nc2-c2csc(n2)-c2csc(n2)C(C(O)c2ccccc2)NC(=O)CNC(=O)c2nc(sc2COC)C(C(C)C)NC(=O)c2nc1sc2C (centres undefined),-2.2,42.4*,15.9,74.9*,-4.5,5.5,0.3,5.7
COc1ccc(S(=O)(=O)N2CCN(CCOc3ccccc3Cl)CC2)cc1OC,-1.3,0.5,7.1,3.7,5.6,19.1,7.4,0.1
O=[N+]([O-])c1ccc(S(=O)(=O)N2CCN(c3ccnc4cc(Cl)ccc34)CC2)cc1,15.2,-0.1,4.0,10.7,12.9,-18.4,0.4,17.9
CS(=O)(=O)N1CCCC(C(=O)Nc2ccccc2)CC1 (centres undefined),-0.1,nt,4.4,1.5,2.7,4.4,-0.2,nt
CN(C)c1cccc(C(=O)N2CCc3c([nH]c4ccccc34)C2c2cccnc2)c1 (centres undefined),2.4,2.9,-95.5,-1.4,-9.9,3.0,7.5,-19.2
O=C(NCCc1ccccc1)N1CC[C@@H]2CN(Cc3ccncc3)S(=O)(=O)[C@@H]2CC1,1.3,-0.9,-0.7,-9.9,-5.1,-15.5,-1.2,-7.5
O=C(Cc1c(C(=O)O)[nH]c2ccccc12)NC1CCCc2ccccc21 (centres undefined),2.5,6.5,5.9,17.5,9.6,22.3,3.1,0.8
O=C(Cn1cc(C(=O)C2CCCCC2)c2ccccc21)Nc1ccccc1C(F)(F)F,7.4,1.3,18.6,13.5,6.1,24.8,1.6,15.1
O=C(NCc1ccccn1)c1nc(-c2cccc3[nH]ccc23)no1,-0.4,0.6,0.0,-4.2,3.3,-2.2,-0.4,0.7
CCOC(=O)C1CCN(C(=O)c2cc(NC(C)=O)cc3nc(C)ccc23)CC1,-6.3,-35.8,0.3,-35.0,-35.8,-12.6,-0.6,-108.2
COc1ccc(CNCCC(c2ccccc2)c2ccc3c(c2)OCO3)cc1OC (centres undefined),5.5,13.9,-2.3,2.3,9.8,-2.1,0.7,26.4
O=C(NCCc1ccc(F)cc1)c1cc(=O)c2ccccc2o1,-1.4,12.7,-1.1,9.7,4.0,12.0,1.0,14.9
CC1=C(c2ccccc2)S(=O)(=O)N(CC(=O)Nc2cccc(Cl)c2)C1=O,6.9,25.7,7.4,30.5*,25.6,16.3,5.3,34.9*
CC(=O)N1CCc2cc(S(=O)(=O)NCCC(=O)NCc3ccccc3Cl)ccc21,1.8,0.2,-0.5,-6.3,-0.8,-6.4,0.2,-1.0
COc1ccc2oc(C(=O)Nc3ccc4ccccc4n3)c(C)c2c1,-2.9,-10.9,-1.1,32.0*,-5.2,-11.7,-0.2,-75.9
OC(c1ccc2c(c1)OCO2)c1ncc(-c2ccc(Cl)cc2)[nH]1 (centres undefined),-5.5,-4.4,-2.9,-11.5,-13.9,5.0,-3.1,-43.1
CC(Nc1ncnc2cc(-c3ccc(Cl)cc3)sc12)c1ccccn1 (centres undefined),14.1,6.8,4.6,-18.8,2.7,57.3*,-0.5,-0.4
Cc1nc(C2CCN(C(=O)Cc3ccccc3)CC2)ncc1C(=O)NCc1ccc(F)cc1,-2.0,1.8,2.1,-7.9,-0.2,2.0,3.4,-2.9
O=C(Nc1ccc2sccc2c1)c1ccc(S(=O)(=O)N2CCOCC2)cc1,0.4,18.2,0.2,nt,7.2,8.8,3.1,27.9
CCOc1ccccc1CNC(=O)COCc1cc(-c2ccc(F)cc2)on1,4.3,9.9,-0.6,7.7,5.4,3.0,2.0,7.6
O=C(c1ccccc1-n1cnnn1)N1CCN(c2ccc(F)cc2)CC1,1.1,7.8,2.6,7.9,13.5,-16.9,3.9,19.0
O=C(Nc1cc(S(=O)(=O)N2CCOCC2)ccc1N1CCCC1)c1cc2ccccc2oc1=O,3.7,-16.7,1.0,-6.9,-2.0,1.0,0.5,-7.4
COc1ccc(CC(=O)N2CCN=C2SCc2cccc(F)c2)cc1,1.5,5.3,-1.3,8.2,14.8,2.0,3.3,16.3
Cn1c(SCC(=O)c2ccc(F)cc2)nnc1-c1cc2ccccc2o1,6.4,12.4,1.9,73.0*,1.3,41.0*,-0.8,88.4*

# (cont.)
SMILES,USP10 inh,USP28 block,USP7 inh,USP17 block,OTUD3 inh,USP8 inh,UCHL1 inh,USP30 block
COc1ccc(S(=O)(=O)N2CCOC(c3ccccc3)C2)cc1F (centres undefined),2.9,-4.6,-0.1,-1.9,-1.4,0.1,-0.4,-8.3
Cc1oc2nc[nH]c(=O)c2c1C(=O)Nc1ccc2c(c1)CCC2,-9.3,-79.7,-4.5,-31.9,-79.5,-15.4,-5.2,-248.1
COc1ccc(C(CNC(=O)Cn2c(=O)cnc3ccccc32)N2CCCC2)cc1 (centres undefined),-2.1,-0.3,3.8,4.4,7.7,16.9,1.2,-1.0
CN(C)C(=O)C1(Cc2cc(-c3ccccc3)no2)CCCN(C(=O)C2CC2)C1 (centres undefined),-0.8,12.9,4.1,4.1,6.3,13.2,0.0,20.7

# Among those listed so far, these contain an aryl thioether with sulfur outside any ring.
SMILES,USP10 inh,USP28 block,USP7 inh,USP17 block,OTUD3 inh,USP8 inh,UCHL1 inh,USP30 block
O=C(CSc1nc2sc3c(c2c(=O)n1Cc1ccco1)CCC3)N1CCc2ccccc21,-0.2,-14.8,-8.1,15.2,-2.2,-5.5,1.0,-72.8
Cc1cc(C)cc(C(=O)NCCSc2ncc(-c3ccc(F)cc3)[nH]2)c1,1.5,5.5,-1.6,-4.6,-5.9,9.0,7.5,-8.2
Cn1c(SCC(=O)c2ccc(F)cc2)nnc1-c1cc2ccccc2o1,6.4,12.4,1.9,73.0*,1.3,41.0*,-0.8,88.4*

# Screening data (PubChem BioAssay)
